Integrin act MD = activators of alpha7 integrin expression for muscular dystrophy; alpha7betagal myoblasts, beta-gal FDG fluorescence, 48 h; 350,000 compounds, 0.064% hits; AID 624291; Potency, µM (highest dose often 38.3 µM), inactives show top-dose activation, hits mostly activators; active means well fitted activation curve with a large enough effect;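 further: 100% = response of the positive control SU9516; nearly all actives have a fitted effect of over 60% in size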
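alpha7betagal+/- myoblasts (passage 13, 250/well) treated 48 h at 37C with compounds at 1:260 dilution of DMSO stock. Lysed, then beta-galactosidase activity read as FDG fluorescence (ex 480/em 540) after 30 min, with pre-read for autofluorescence.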
Starred values were filed as active, the others as inactive; [ ] = another dose, or the depositor's remark. Potency means the concentration at half of the fitted maximal effect.

SMILES	Integrin act MD
COc1ccc(OC)c(CCNC(=O)Cc2ccc(NC(=O)C3=C(C)OCCS3)cc2)c1	-5%
CN(C)CCNC(=O)C(=O)NCC1OCCN1S(=O)(=O)c1ccc(F)cc1 (stereo not drawn)	0%
COc1ccc(CC(=O)Nc2cc(S(=O)(=O)N3CCOCC3)ccc2N2CCCC2)cc1	-5%
COc1ccc(C(CNC(=O)CSc2ccccc2)N2CCOCC2)cc1 (stereo not drawn)	-7%
Cc1ccc(S(=O)(=O)NN=C(c2ccccc2)c2cccs2)cc1	1%
COc1cccc2c1OC1(N3CCOCC3)CCCCC1C2C[N+](=O)[O-] (stereo not drawn)	-8%
Cc1sc2ccccc2c1CNC[C@H]1O[C@@H](n2ccc(N)nc2=O)[C@H](O)[C@@H]1O	19%
CCOc1ccc(C(=O)COC(=O)Cn2[nH]c(=O)c3ccccc3c2=O)cc1	15%
O=S(=O)(Nc1cccc(F)c1)c1ccc(S(=O)(=O)N2CCOCC2)cc1	3%
CCOC(=O)C1CCN(C(=O)c2ccc3c(=O)n4nc(Nc5ccccc5OC)sc4nc3c2)CC1	4%
CCc1ccc(N2CC(C(=O)N3CCN(S(=O)(=O)c4cccc(F)c4)CC3)CC2=O)cc1 (stereo not drawn)	-19%
C=CCN1c2ccccc2Sc2cnccc21	14%
COCCCN1C(=O)C(CC(=O)NCC2CCCCC2)CC(C(=O)N2CCOCC2)=C1C (stereo not drawn)	-6%
COc1ccc(OCc2nnc(SCC(=O)Nc3oc(C)c4c(C)n[nH]c(=O)c34)n2C)cc1	-4%
COCC(=O)N(C)C[C@H]1Oc2ncc(C#C[C@H](C)O)cc2C(=O)N([C@@H](C)CO)C[C@H]1C	-11%
COc1cc(C)c(CN2CCN(C(=O)CCC(=O)c3ccc(C)s3)CC2)cc1OC	-13%
COc1ccc(NC(=O)CCCOc2ccc(C)cc2)cc1S(=O)(=O)N1CCCCC1	11%
COc1ccc(S(=O)(=O)N2CCOC2CNC(=O)C(=O)NCc2ccccn2)cc1OC (stereo not drawn)	-2%
C[C@H]1CN([C@@H](C)CO)S(=O)(=O)c2ccc(Br)cc2O[C@H]1CN(C)Cc1ccc(F)cc1	15%
CC(C)NC(=O)N(C)C[C@H]1Oc2cc(Br)ccc2S(=O)(=O)N([C@H](C)CO)C[C@H]1C	-21%

Taken from above.
COCCCN1C(=O)C(CC(=O)NCC2CCCCC2)CC(C(=O)N2CCOCC2)=C1C (stereo not drawn) in Integrin act MD: -6%
CCc1ccc(N2CC(C(=O)N3CCN(S(=O)(=O)c4cccc(F)c4)CC3)CC2=O)cc1 (stereo not drawn) in Integrin act MD: -19%
COc1ccc(NC(=O)CCCOc2ccc(C)cc2)cc1S(=O)(=O)N1CCCCC1 in Integrin act MD: 11%
CC(C)NC(=O)N(C)C[C@H]1Oc2cc(Br)ccc2S(=O)(=O)N([C@H](C)CO)C[C@H]1C in Integrin act MD: -21%
COc1cccc2c1OC1(N3CCOCC3)CCCCC1C2C[N+](=O)[O-] (stereo not drawn) in Integrin act MD: -8%

Going on with the list.
SMILES	Integrin act MD
CN(C)CCOc1ccc2c(c1)C(=O)C(=Cc1ncc([N+](=O)[O-])n1C)C2	-67%[inhibitor]
CCC[C@H]1CN(c2ccc(OC)cc2)C(=O)[C@@H]1CC(=O)Nc1ccccc1	9%
CCc1ncc(C(O)c2ccc(Cl)cc2)n1Cc1ccccc1 (stereo not drawn)	10%
C[C@@H]1CN([C@@H](C)CO)C(=O)CCCn2nncc2CO[C@H]1CN(C)S(=O)(=O)c1ccc(Oc2ccccc2)nc1	7%
COc1ccc(CN(C)C(=O)CCNS(=O)(=O)c2ccccc2)c(OC)c1	6%
COc1ccccc1S(=O)(=O)N(C)C[C@H]1Oc2cc(Br)ccc2S(=O)(=O)N([C@@H](C)CO)C[C@H]1C	-13%
C[C@H]1CN([C@@H](C)CO)C(=O)CCCn2cc(nn2)CO[C@@H]1CN(C)C(=O)Nc1ccccc1	-12%
O=C(C1CCCO1)N1CCN(C(=O)C23CC4CC(CC(C4)C2)C3)CC1 (stereo not drawn)	0%
O=S(=O)(c1ccc(NC(=S)N2CCCCC2)cc1)N1CCCCC1	-6%
COc1ccc(CC(=O)N(C)c2ccccc2)cc1S(=O)(=O)N1CCOCC1	-1%
CCCCC(=O)Nc1ccc(Cl)cc1F	14%
O=S(=O)(c1cccnc1)N1CCCC(Nc2ccc(F)c(F)c2)C1 (stereo not drawn)	15%
C[C@H]1CN([C@@H](C)CO)C(=O)CCCn2nncc2CO[C@H]1CN(C)C(=O)C1CCCCC1	4%
CC(=O)N1CCc2c(sc(NC(=O)c3ccc(S(=O)(=O)N(C)CC4CCCO4)cc3)c2C(N)=O)C1 (stereo not drawn)	17%
CC(=O)c1c(C)[nH]c(C(=O)OCC(=O)NC(C)c2ccccc2)c1C (stereo not drawn)	-20%
COc1cc(CNC[C@H]2O[C@@H](n3ccc(N)nc3=O)[C@H](O)[C@@H]2O)ccc1OCc1cccc(Cl)c1	6%
Cc1ccc(S(=O)(=O)N2CCCCC2)cc1NC(=O)COC(=O)c1cccc(O)c1	14%
CC(C)(C)Cc1c(-c2ccc(Br)cc2)nc2ccc(Cl)cn12	-37%
CCCCCCn1c(=O)n2n(c1=O)C[C@]1(OC(=O)NCc3ccccc3F)CN(S(=O)(=O)c3ccc(C)cc3)C[C@]1(O)C2	-3%
COc1ccccc1N1CC(C(=O)OCC(=O)c2c(N)n(C)c(=O)n(C)c2=O)CC1=O (stereo not drawn)	18%
CSCCC(NC(=O)COc1ccccc1)C(=O)NCC(C)(C)N1CCOCC1 (stereo not drawn)	-13%
CC(=O)c1ccc(OCC(=O)N(C)C2CCS(=O)(=O)C2)cc1 (stereo not drawn)	-6%
CCN(c1ccccc1)S(=O)(=O)c1ccc(Cl)c(NC(=O)CSc2nc(N)cc(=O)[nH]2)c1	4%
CC1=C(C(=O)N(C)C)CC(CC(=O)NCCc2ccccn2)C(=O)N1Cc1ccc(C(C)(C)C)cc1 (stereo not drawn)	-4%
O=C(NCc1ccc(F)cc1)c1ccc(S(=O)(=O)N2CCCC2)cc1	-7%
C[C@H]1CN([C@@H](C)CO)C(=O)CCCn2nncc2CO[C@H]1CN(C)S(=O)(=O)c1ccc(Oc2ccccc2)nc1	-1%
CCCc1c(C(=O)N/N=C(\C)c2ccc(CC(C)C)cc2)nnn1-c1nonc1N	8%
CC(=O)c1ccc(NC(=O)CN2CCN(S(=O)(=O)c3ccc4c(c3)OCCO4)CC2)cc1	4%
CCCCOC(=O)c1ccc(NC(=O)COC(=O)C2CC2C)cc1 (stereo not drawn)	-19%
CSc1ncnc2c1ncn2CCCNCCCc1ccccc1	-37%
Cc1ccc([C@@H]2C[C@H]3[C@@H](CN2S(=O)(=O)c2ccc(Cl)cc2)C(=O)C[C@@H](c2ccccc2F)N3S(=O)(=O)c2ccc(C)cc2)cc1	9%
Cc1ccc(NCN2C(=O)c3ccccc3C2=O)cc1Cl	-7%
Cc1ccc2cccc(CC(=O)NN)c2c1	-25%
COc1ccc(NC(C)=O)cc1NC(=O)c1c(C)noc1C	-2%
COc1ccc(C(=O)N/C(=C\c2ccc(Cl)cc2)C(=O)NCc2ccncc2)cc1	24%
Cc1cc(S(=O)(=O)Nc2ncnc3sccc23)ccc1F	12%
COc1ccc(NC(=O)C[C@H]2C(=O)N(Cc3ccccc3)C[C@@H]2CSC)cc1	11%
Cc1ccc(NC(=O)CNC(=O)C23CC4CC(CC(C4)C2)C3)nc1	6%
COc1ccc(S(=O)(=O)N(C)C[C@H]2OCc3cn(nn3)CCCC(=O)N([C@H](C)CO)C[C@@H]2C)cc1	11%
COc1ccc(CN(C)C[C@H]2OCCCC[C@H](C)Oc3ccc(NC(=O)CCC(F)(F)F)cc3C(=O)N([C@@H](C)CO)C[C@@H]2C)cc1	16%

An excerpt from above in order of the Integrin act MD value, ascending:
SMILES	Integrin act MD
Cc1ccc(NCN2C(=O)c3ccccc3C2=O)cc1Cl	-7%
COc1ccc(S(=O)(=O)N(C)C[C@H]2OCc3cn(nn3)CCCC(=O)N([C@H](C)CO)C[C@@H]2C)cc1	11%
COc1ccc(CN(C)C[C@H]2OCCCC[C@H](C)Oc3ccc(NC(=O)CCC(F)(F)F)cc3C(=O)N([C@@H](C)CO)C[C@@H]2C)cc1	16%

Back to the main list, repeating the 5 entries before the break.
SMILES	Integrin act MD
Cc1cc(S(=O)(=O)Nc2ncnc3sccc23)ccc1F	12%
COc1ccc(NC(=O)C[C@H]2C(=O)N(Cc3ccccc3)C[C@@H]2CSC)cc1	11%
Cc1ccc(NC(=O)CNC(=O)C23CC4CC(CC(C4)C2)C3)nc1	6%
COc1ccc(S(=O)(=O)N(C)C[C@H]2OCc3cn(nn3)CCCC(=O)N([C@H](C)CO)C[C@@H]2C)cc1	11%
COc1ccc(CN(C)C[C@H]2OCCCC[C@H](C)Oc3ccc(NC(=O)CCC(F)(F)F)cc3C(=O)N([C@@H](C)CO)C[C@@H]2C)cc1	16%
COc1ccc(NC(=O)N(C)C[C@@H]2OCc3cnnn3CCCC(=O)N([C@@H](C)CO)C[C@H]2C)cc1	-1%
Cc1ccc(SCc2c(C(=O)N/N=C/c3ccco3)nnn2-c2nonc2N)cc1	17%
COc1ccc(CN(C)C(=O)c2cc(-c3ccccc3)nc3ccc(C)cc23)c(OC)c1	17%
COc1ccc(CC(Cc2ccc(OC)c(OC)c2)NC=O)cc1OC	6%
COCCn1c(=S)[nH]c2cc(C(=O)NC3CCCCCC3)ccc2c1=O	19%
CCOc1ccccc1N(CC(=O)NCCc1ccc(OC)cc1)S(=O)(=O)c1ccc(C)cc1	9%
CC(C)CN(C(=O)Cn1nnc(-c2ccc(Cl)cc2)n1)C1CCS(=O)(=O)C1 (stereo not drawn)	20%
C#CCN(C[C@H]1[C@H](OC(=O)NC2CC2)[C@H](OC(=O)NC2CC2)C[C@@H](C(=O)OC)[C@H]1C(=O)OC)S(=O)(=O)c1ccc(C)cc1	-9%
COc1cccc(-c2cnc3c(c2)C(=O)N([C@H](C)CO)C[C@@H](C)[C@H](CN(C)C(=O)Nc2ccccc2F)O3)c1	-9%
C[C@H](NC(=O)c1nc[nH]c1C(=O)NC[C@@H](C)O)c1ccccc1	4%
O=C(OCc1cn([C@@H]2C[C@H](c3ccccc3)N(Cc3cccs3)C[C@H]2O)nn1)c1ccccc1	23%
CC(=O)OC1C(OC(C)=O)C2C(C)CC3OC(=O)C(C)C3CC2(C)C1OC(C)=O (stereo not drawn)	2%
N#CCC(=O)Nc1ccc(C(=O)Nc2cccc(S(=O)(=O)N3CCCC3)c2)cc1	-18%
C#CCN(C[C@@H]1[C@@H](OC(=O)NCc2ccc(OC)c(OC)c2)[C@@H](OC(=O)NCc2ccc(OC)c(OC)c2)Cn2c(=O)n(CCCCCC)c(=O)n21)S(=O)(=O)c1ccc(C)cc1	-13%
CCn1c(SCC(=O)NC2CC2)nnc1-c1ccccc1	2%
c1nnc(NCNc2nncs2)s1	-7%
O=C1NCCCN1C1OC(CO)C(O)C1O (stereo not drawn)	10%
O=C(COC(=O)c1c(F)cccc1F)NC(=O)NCc1ccccc1	-1%
CCC/C=C/c1ccc(CN2C(C)C(=O)N(Cc3cn(CC4CCCCC4)nn3)CCS2(=O)=O)cc1 (stereo not drawn)	-10%
C[C@@H]1CN([C@@H](C)CO)C(=O)c2cc(Br)cnc2O[C@H]1CN(C)C(=O)Nc1ccc(F)cc1	19%
CC(C)(C)Cc1c(-c2ccc(F)cc2)nc2ccc(Cl)cn12	-50%[inhibitor]
O=C(/C=C/c1ccc(F)cc1)Nc1cc(S(=O)(=O)N2CCOCC2)ccc1N1CCOCC1	6%
Cc1ccc(S(=O)(=O)N2CCOCC2)cc1C(=O)NCCCN1CCCC1=O	-12%
O=C(CNc1cccc(Br)c1)Nc1ccc(S(=O)(=O)N2CCCCC2)cc1	-15%
Cc1ccc(CSC2=NCCN2S(=O)(=O)c2ccc(C)cc2)cc1	-6%
CC1(C)CN(Cc2ccccc2)C(=O)[C@H]1CC(=O)Nc1ccccc1	-3%
Cc1ccc(C(=O)N/N=C/c2cccnc2)cc1Cl	15%
O=C(Nc1ccc(-c2ccco2)cc1)C1CCCN(Cc2ccco2)C1 (stereo not drawn)	-7%
CC(C(=O)N1CCCCC1)N(C)CC(=O)Nc1ccc(F)c(F)c1F (stereo not drawn)	-10%
COc1ccccc1N(CC(=O)N1CCCCC1C)S(=O)(=O)c1ccc(Cl)cc1 (stereo not drawn)	1%
Cc1ccc(CN(C)C(=O)CCNC(=O)c2ccc(Cl)cc2)o1	-5%
O=C(CCS(=O)(=O)c1ccc(F)cc1)Nc1nccs1	-41%
COc1cccc(CN2CC(C(=O)NCCc3cn4cccnc4n3)CCC2=O)c1 (stereo not drawn)	11%
CCCCOCCOC(=O)C1OC1(C)c1ccccc1 (stereo not drawn)	7%
COc1ccc(NC(=O)CN2C(=O)NC(C)(Cc3ccc(OC)c(OC)c3)C2=O)cc1 (stereo not drawn)	9%
COc1ccc(C2=NN(C(=O)c3ccco3)C(c3cccs3)C2)cc1OC (stereo not drawn)	-23%
CN(C(=O)COC(=O)c1cc([N+](=O)[O-])ccc1N1CCOCC1)C1CCCCC1	0%
O=C(OCc1cn([C@@H]2CN(C(=O)c3cccs3)[C@@H](c3ccccc3)C[C@H]2O)nn1)c1ccccc1	-12%
CCn1c(SCC(=O)N(C)c2c(N)n(Cc3ccccc3)c(=O)[nH]c2=O)nnc1-c1cccs1	0%
CCCCCCCCSC1=CC(=O)C(OC)=C(OC)C1=O	-63%[inhibitor]
CCCCn1c(N)c(N(CC(C)C)C(=O)CCN2C(=O)C3CC=CCC3C2=O)c(=O)[nH]c1=O (stereo not drawn)	19%
Cc1cccc(C)c1NC(=O)NS(=O)(=O)c1ccccc1	11%
COc1ccccc1NC(=O)N(C)C[C@H]1OCc2cnnn2CCCC(=O)N([C@@H](C)CO)C[C@H]1C	-4%
C/C=C/c1cnc2c(c1)C(=O)N([C@H](C)CO)C[C@@H](C)[C@@H](CN(C)C(=O)NC1CCCC1)O2	-21%
Cc1cccc(C)c1NC(=O)CN(c1c(C)cccc1C)S(C)(=O)=O	-6%

Source: PubChem BioAssay

An excerpt; rates above refer to the full screens.
